Screening data from PubChem BioAssay.
Tn7 DDE FP = DD(E)-Tn7 binding inhibition, primary FP screen; FP displacement of FITC-Tn7 peptide from fibrin DD(E); 0% = median of compound wells per plate; inhibition, % at 8.3 µM; 0.13% of 370,000 active;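 active means inhibition above the mean of compounds falling within the control limits plus 3 SD of them, cut at about 14% in these data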;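 further: 0% = plate median of compound wells and 100% = 10 µM Aha-Tn7 peptide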
Target sequence (P02675 whole entry, looked up): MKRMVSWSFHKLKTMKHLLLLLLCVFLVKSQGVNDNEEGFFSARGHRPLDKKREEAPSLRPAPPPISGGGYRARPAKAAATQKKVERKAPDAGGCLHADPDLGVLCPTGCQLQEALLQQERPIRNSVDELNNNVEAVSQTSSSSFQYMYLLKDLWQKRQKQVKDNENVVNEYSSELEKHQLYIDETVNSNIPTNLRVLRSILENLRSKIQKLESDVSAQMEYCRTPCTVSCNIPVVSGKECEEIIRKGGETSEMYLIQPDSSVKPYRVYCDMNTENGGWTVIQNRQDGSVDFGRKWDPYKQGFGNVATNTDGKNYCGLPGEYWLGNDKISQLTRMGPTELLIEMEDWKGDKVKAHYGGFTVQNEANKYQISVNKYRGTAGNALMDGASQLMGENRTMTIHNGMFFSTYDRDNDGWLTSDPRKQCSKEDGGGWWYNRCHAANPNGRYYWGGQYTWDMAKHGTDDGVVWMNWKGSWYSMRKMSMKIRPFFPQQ
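Test system – human fibrin DD(E) · Times – 10 min preincubation, 3 h with tracer, room temperature · Detection – fluorescence polarization of the labelled Tn7 tracer · Measure – percent inhibition normalized to high-control wells · Benchmarks – high control wells with 10 µM unlabelled Aha-Tn7 peptide (full inhibition) · Repeats – singlicate testing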
PLCg1 inh = blocks human PLC-gamma1 enzyme activity; 0.84% of 370,000 active; inhibition, % at 12.2 µM; purified PLC-gamma1, fluorogenic substrate, fluorescence; AID 720700; in the data active means inhibition above about 9.5%
ADAM17 inh = inhibits human ADAM17; recombinant ADAM17, EDANS/DABCYL FRET peptide cleavage; inhibition, % at 6.95 µM; 0.83% of 370,000 active; AID 720648;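 active means inhibition above the mean of compounds lying between control limits plus 3 SD, set per campaign, cut at about 8.5% in these data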;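 further: 0% = DMSO-only wells as the low control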
ASAP1 inh = inhibitors of human ASAP1 ArfGAP activity | AID 624377 | ASAP1-stimulated ARF1 GTP hydrolysis, GDP FP detection | inhibition, % at 16.5 µM | 0.19% of 360,000 active; in the data active means inhibition above about 25%;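 further: 0% = vehicle with enzyme and substrate and 100% = no enzyme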
ADAM10 inh = ADAM10 inhibition, QFRET primary screen; O14672; 0.62% of 370,000 active; inhibition, % at 7 µM; recombinant ADAM10, EDANS/DABCYL FRET peptide cleavage, 3 h;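 active means inhibition above a per-campaign cutoff equal to the mean of compounds falling between control-based bounds plus 3 SD, cut at about 20% in these data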;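 further: 0% = DMSO wells while the 100% control is not disclosed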
ARFGAP1 inh = inhibits rat ARF GTPase activating protein 1 | Q62848 | Arfgap1-stimulated ARF1 GTP hydrolysis, GDP FP detection | inhibition, % at 16.5 µM | 0.26% of 360,000 active;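 active means inhibition above a per-plate limit, mean inhibition of low control wells plus 3 SD, cut at about 25% in these data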;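 further: 0% = DMSO wells with enzyme and 100% = wells lacking Arfgap1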
Target sequence (Q62848 1-136 limits assumed): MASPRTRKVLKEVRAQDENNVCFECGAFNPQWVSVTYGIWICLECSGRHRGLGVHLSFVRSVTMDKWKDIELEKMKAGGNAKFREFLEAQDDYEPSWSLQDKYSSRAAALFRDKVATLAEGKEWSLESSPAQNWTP
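Assay system: purified rat His6-Arfgap1 residues 1-136 (GAP domain); Reagent: human Δ17 ARF1 bound to GTP; Dosing: 16.5 µM single point, 1.26% DMSO; Times: GTP hydrolysis reaction 2 h at 25 °C; Signal: FP, GDP Alexa 633 tracer displaced from anti-GDP antibody, 620/688 nm; Measure: % inhibition from polarization.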
DDE Tn6 FP inh = DD(E)-Tn6 binding inhibition, primary FP screen | P02675 | 0.21% of 370,000 active | Fibrin DD(E) TRITC-Tn6 fluorescence polarization displacement | inhibition, % at 8.3 µM | AID 720509;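 active means inhibition above a per-campaign cutoff: mean of compounds within control limits plus 3 SD, cut at about 15% in these data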;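 further: 0% = median of all compound wells on the plate and 100% = blocking peptide control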
proKLK7 act = proKLK7 (human) activation, primary screen. P49862. purified proKLK7, EDANS-DABCYL substrate fluorescence; 100% is mature enzyme control, 0% vehicle. activation, % at 7 µM. 0.9% of 370,000 active. AID 652039;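 active means activation above the mean of all tested compounds plus 3 SD, computed per campaign excluding outliers beyond control limits, cut at about 13% in these data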
Target sequence (P49862 whole entry, looked up): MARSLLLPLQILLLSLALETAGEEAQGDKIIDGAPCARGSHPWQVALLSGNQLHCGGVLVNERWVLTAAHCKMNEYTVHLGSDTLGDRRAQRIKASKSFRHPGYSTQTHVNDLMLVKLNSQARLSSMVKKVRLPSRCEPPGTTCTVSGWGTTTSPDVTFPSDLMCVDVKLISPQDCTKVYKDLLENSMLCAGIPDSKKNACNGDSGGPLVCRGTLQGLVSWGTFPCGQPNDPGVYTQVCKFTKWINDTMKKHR
TDP2 inh = TDP2 (human) inhibition, absorbance primary screen. O95551. recombinant TDP2, T5PNP hydrolysis, p-nitrophenol absorbance 415 nm. inhibition, % at 12.8 µM. 0.34% of 370,000 active;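 active means inhibition above the mean of all tested compounds plus 3 SD, set per campaign, cut at about 25% in these data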;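 further: 0% = DMSO with enzyme and 100% = buffer with substrate but no TDP2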
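Assay system: recombinant human TDP2 / Reagent: T5PNP substrate at 5 mM, a TopII-DNA adduct mimic / Measured by: epi absorbance from released p-nitrophenol / Evaluation: % inhibition relative to enzyme-containing and enzyme-free wells / Control set: enzyme-free and DMSO wells / Replicates: each compound tested once, singlicate / Schedule: enzyme reaction with compound for 2 h at 37 °C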
LEDGF integ inh = blocks HIV-1 LEDGF/p75-dependent DNA integration; 0.64% of 370,000 active; inhibition, % at 3.7 µM; AID 743269; TR-FRET IN-LEDGF/p75 DNA integration, Eu/Cy5;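 active means inhibition above the screen-wide mean plus 3 SD, cut at about 13% in these data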;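 further: signal is the Cy5 over europium emission ratio at 671 and 618 nm; 0% = plate median of compound wells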
Numbers without * were called inactive; i = inactive; . = no result given. Rows are unselected; overall some 4.2% were active at least once.

Molecule,Tn7 DDE FP,PLCg1 inh,ADAM17 inh,ASAP1 inh,ADAM10 inh,ARFGAP1 inh,DDE Tn6 FP inh,proKLK7 act,TDP2 inh,LEDGF integ inh
CCN(CC)CCn1c(=S)[nH]c2cc(C(=O)NCc3ccc(C)cc3)ccc2c1=O,4,-30,-55,4,-144,3,-2,3.8,-14,1
CCOc1ccc(C(C)NC(=O)C2CCCC2)cc1 (stereo unspecified),-8,-1,-1,0,0,6,6,-0.2,-1,-2
Cc1ccc(CN2C(=O)C(Cc3ccccc3)Nc3ncnc(N4CCN(c5ccccc5)CC4)c32)cc1 (stereo unspecified),-4,-2,8,9,14,6,-2,-1.5,5,-1
Cc1ccc(S(=O)(=O)N(C)C[C@@H]2OCCCC[C@H](C)Oc3ccc(NC(=O)Nc4ccc(F)cc4)cc3C(=O)N([C@H](C)CO)C[C@H]2C)cc1,-1,-1,8,0,23*,13,-5,0.2,-1,0
CN(C)CC(CCC(CN(C)C)C(O)(c1ccccc1)c1ccccc1)C(O)(c1ccccc1)c1ccccc1 (stereo unspecified),-6,2,0,3,-1,-7,12,0.7,-6,2
COc1cc(NC(=O)C23CC4CC(C2)CC(n2nnc(C)n2)(C4)C3)c(OC)cc1Cl,1,1,-1,4,-4,-5,5,0.3,4,0
CC1CC(C)CN(CCCNC(=O)c2ccc(CS(=O)(=O)Cc3cccc(Cl)c3)o2)C1 (stereo unspecified),0,-1,-2,0,4,2,-5,-0.9,13,0
Cc1ccc(CN2C(=O)c3ccccc3NC2c2ccccn2)cc1 (stereo unspecified),-2,-171,-212,15,i,2,-8,3.7,2,-6
Cn1c(=O)c2c(nc(Cc3ccccc3)n2C)n(C)c1=O,-9,0,-4,-13,-2,3,-5,0.3,2,-4
OCCC1CN(Cc2ccn[nH]2)CCN1Cc1ccc(F)c(F)c1 (stereo unspecified),8,-4,-7,-7,-3,5,5,0.7,4,-5

Nine neighbouring records out of the list so far:
Molecule,Tn7 DDE FP,PLCg1 inh,ADAM17 inh,ASAP1 inh,ADAM10 inh,ARFGAP1 inh,DDE Tn6 FP inh,proKLK7 act,TDP2 inh,LEDGF integ inh
CCN(CC)CCn1c(=S)[nH]c2cc(C(=O)NCc3ccc(C)cc3)ccc2c1=O,4,-30,-55,4,-144,3,-2,3.8,-14,1
CCOc1ccc(C(C)NC(=O)C2CCCC2)cc1 (stereo unspecified),-8,-1,-1,0,0,6,6,-0.2,-1,-2
Cc1ccc(CN2C(=O)C(Cc3ccccc3)Nc3ncnc(N4CCN(c5ccccc5)CC4)c32)cc1 (stereo unspecified),-4,-2,8,9,14,6,-2,-1.5,5,-1
Cc1ccc(S(=O)(=O)N(C)C[C@@H]2OCCCC[C@H](C)Oc3ccc(NC(=O)Nc4ccc(F)cc4)cc3C(=O)N([C@H](C)CO)C[C@H]2C)cc1,-1,-1,8,0,23*,13,-5,0.2,-1,0
CN(C)CC(CCC(CN(C)C)C(O)(c1ccccc1)c1ccccc1)C(O)(c1ccccc1)c1ccccc1 (stereo unspecified),-6,2,0,3,-1,-7,12,0.7,-6,2
COc1cc(NC(=O)C23CC4CC(C2)CC(n2nnc(C)n2)(C4)C3)c(OC)cc1Cl,1,1,-1,4,-4,-5,5,0.3,4,0
CC1CC(C)CN(CCCNC(=O)c2ccc(CS(=O)(=O)Cc3cccc(Cl)c3)o2)C1 (stereo unspecified),0,-1,-2,0,4,2,-5,-0.9,13,0
Cc1ccc(CN2C(=O)c3ccccc3NC2c2ccccn2)cc1 (stereo unspecified),-2,-171,-212,15,i,2,-8,3.7,2,-6
Cn1c(=O)c2c(nc(Cc3ccccc3)n2C)n(C)c1=O,-9,0,-4,-13,-2,3,-5,0.3,2,-4

(more compounds)
Molecule,Tn7 DDE FP,PLCg1 inh,ADAM17 inh,ASAP1 inh,ADAM10 inh,ARFGAP1 inh,DDE Tn6 FP inh,proKLK7 act,TDP2 inh,LEDGF integ inh
O=C(c1ccc2nc(N3CCCCC3)sc2c1)N1CCN(Cc2ccc3c(c2)OCO3)CC1,-5,3,0,8,-6,8,-1,0.6,-4,3
CCOC(=O)N1CCN(C(=O)CCc2nc3sc4c(c3c(=O)[nH]2)CCCC4)CC1,2,-1,-6,2,6,16,-4,0.9,5,0
CCN1CCN(c2nc3sc4c(c3c3ncnn23)CC(C)CC4)CC1 (stereo unspecified),2,-1,-4,16,-11,8,-8,0.1,6,0
COc1ccc(CCNC(=O)C(=O)NCCC2CCCCN2S(=O)(=O)c2ccccc2)cc1 (stereo unspecified),6,0,-3,6,-5,6,3,-0.4,-23,-7
CCN(CC)S(=O)(=O)c1ccc(N2CCCC2)c(NC(=O)c2ccc(OC)cc2OC)c1,2,-7,0,-2,10,1,4,0.0,17,-1
Cc1ccc(-c2nc3ccccn3c2Nc2ccccc2)o1,-2,i,i,8,i,4,7,28*,-15,0
COC(=O)[C@]12C[C@H](CC(=O)N3CCCCC3)C(=O)N(Cc3ccc(Cl)cc3Cl)C1=C[C@H](C1CCCC1)O[C@@H]2C,12,0,-6,.,0,.,13,0.1,-4,-3
CCOC(=O)c1ccc(Nc2c(OCC)c(=O)c2=O)cc1,-5,-12,0,3,1,-1,1,0.7,13,1
c1ccc(-n2nnnc2-n2ccnc2)cc1,-3,-1,-7,18,-13,-2,-6,0.0,-1,4
O=C(NNC(=O)C1CCCO1)c1ccccc1Cl (stereo unspecified),-6,2,-1,-3,-2,-9,5,0.5,-3,3
CC(=O)N(c1ccc(Br)cc1)C1C=CS(=O)(=O)C1 (stereo unspecified),-1,0,-1,-5,-3,-11,-3,-0.2,8,3
CCN(CC(=O)Nc1c(F)cccc1F)C(=O)c1cc([N+](=O)[O-])ccc1N1CCOCC1,6,1,-1,-10,-5,-6,-5,-0.2,3,-4
CNC(=O)c1ccc(NC(=O)CC23CC4CC(CC(C4)C2)C3)cc1,8,3,-5,4,-3,-2,4,0.2,-5,-2
COCCN(C(=O)COC(=O)CC1CCCCC1)c1c(N)n(Cc2ccccc2)c(=O)[nH]c1=O,-3,5,-3,5,-3,2,-6,-0.5,-12,-5
O=C(NC(Cc1c[nH]c2ccccc12)C(=O)N/N=C/c1cccc2ccccc12)c1cccs1 (stereo unspecified),1,-40,1,4,11,20,-1,-7.1,-8,-8
CCC(C(=O)NCc1ccco1)N(C(=O)CNS(=O)(=O)c1ccccc1)C1CCCCC1 (stereo unspecified),6,-1,-1,0,-7,13,-4,-0.1,2,-5
Cc1ccc2ccccc2c1C(O)c1ncc(-c2ccc(Cl)cc2)[nH]1 (stereo unspecified),-1,1,7,11,6,18,-5,-0.1,-10,2
Cc1ccc(NS(=O)(=O)c2cc(C(=O)N3CCOCC3)ccc2C)cc1C,-11,3,0,-13,9,4,1,0.4,-7,2
NC(=O)N1CCN(C(=O)c2ccco2)CC1,-3,4,5,2,6,-3,3,-0.4,-14,2
Cc1ccc(Cc2cnc(NC(=O)c3ccco3)s2)cc1,-2,-6,3,-1,1,-4,0,-0.2,6,-3
COCCNC(=O)c1c(CSc2ccc(Cl)cc2)noc1C(=O)NCc1ccccc1,-1,1,2,-2,0,9,2,0.9,-1,1
Cc1cc(C)n(CC(=O)NC2CCCN(Cc3ccc(Cl)cc3)C2)n1 (stereo unspecified),-3,0,0,-8,-11,-3,-4,-0.1,2,1
COc1ccc(S(=O)(=O)Nc2nncs2)cc1,-1,3,-2,9,3,10,0,-0.1,-3,1
COc1ccccc1OC1OC2COC(c3ccco3)OC2C(O)C1NC(C)=O (stereo unspecified),0,0,-4,8,-8,-3,2,0.2,-8,-3
CCc1ccc2nc(SCC(=O)N3CCCCC3)c(C#N)cc2c1,-3,-6,-6,6,-13,-1,13,0.2,2,-1
O=C(CSc1nnc(-c2ccccc2F)o1)Nc1ccc(N2CCOCC2)cc1,-3,2,3,3,4,-4,-5,-0.1,9,4
Cc1ccc(N/C=C/C(=O)c2ccccc2)cc1C,9,-24,0,0,1,-12,-1,-1.5,6,6
COc1ccc(CC(=O)N(C)Cc2ccc(C(C)(C)C)cc2)cc1S(=O)(=O)N1CCOCC1,-1,1,0,2,4,-7,-9,0.1,2,6
COc1ccc(OC2CCN(S(=O)(=O)c3cccc(F)c3)CC2)cc1,2,0,-1,-1,1,-5,2,0.5,2,-4
COCCN1C(=O)/C(=C2/C(=O)N(CC(=O)Nc3ccccc3Cl)c3ccccc32)SC1=S,10,2,-6,-4,-1,1,6,0.5,6,-8
Cc1cc(C)c2c(CN3CCN(CCO)CC3)cc(=O)oc2c1,6,1,0,-11,-4,-2,8,-0.3,-7,0
COc1cc(C(C)=O)ccc1OCC(O)CN1CCN(S(=O)(=O)c2ccccc2)CC1 (stereo unspecified),0,0,-5,0,-3,-6,0,0.7,-3,-1
c1ccc(COc2cccc(-c3cc4nc(NCCCn5ccnc5)ccn4n3)c2)cc1,3,-73,-23,5,-69,11,-10,-1.8,-12,8
COC(=O)c1ccsc1NC(=O)C1=COCCO1,0,-6,-2,-8,-8,10,11,-0.2,-7,0
O=C(O)c1ccc(NC(=O)C2CC=CCC2C(=O)O)cc1 (stereo unspecified),4,2,-1,3,-1,2,6,-0.5,-6,1
CC(C)(C)NC(=O)COC(=O)c1ccccc1OCC(=O)Nc1ccc(Br)cc1,-7,3,4,-2,2,-5,3,0.2,-15,1
N#C/C(=C\c1ccncc1)c1nc2c(s1)CCCC2,8,-288,-130,9,-484,-3,1,38*,-12,-2
COC(=O)c1ccc(COc2ccc(/C=N/NC(=O)C(=O)Nc3ccc(OC)cc3)cc2OC)o1,-1,1,-21,9,-1,-8,6,0.3,-13,-2
COc1ccc2[nH]cc(CCNC(=O)CC[C@H]3O[C@@H](n4cc(C)c(=O)[nH]c4=O)C[C@@H]3O)c2c1,1,1,-7,1,-11,8,-1,-0.1,4,2
Clc1ccccc1-c1nn2c(COc3ccccc3)nnc2s1,1,-3,1,4,4,2,-4,0.6,-9,2
Fc1cccc(/C=N/Nc2ncnc3nc[nH]c23)c1,2,5,4,-8,3,9,3,-0.3,-8,9
